# Assay outcomes as filed in PubChem BioAssay.
# MEP2 TOR yeast – modulators of TOR pathway MEP2-GFP in S. cerevisiae. S. cerevisiae MEP2-GFP strain, flow cytometry GFP, 3 h; 100% = DMSO control level. GFP response vs DMSO, % at 10 µM. 0.51% of 330,000 active;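 active = GFP response versus DMSO above a set limit, roughly screen mean plus 3 SD, cut at about 180% in these data; inconclusive = fewer than 70 cells counted for a yeast strain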;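 also: median GFP fluorescence of the barcode-gated MEP2-GFP cells per well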
# Efflux pump inh – antifungal efflux pump inhibition, Nile Red retention; S. cerevisiae Candida pump triplex; inhibition, % at 10 µM; 0.44% of 330,000 active;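 active = plate passing quality check with inhibition over a set limit, or well fluorescence over plate mean plus 4 SD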;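 also: Nile Red retained in pooled yeast measured as flow cytometry median fluorescence; 0% = buffer negative control and 100% = Enniatin B positive control; higher means more Nile Red kept so more efflux inhibition; some compounds called inactive have numbers as strong as hits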
# AGP1 TOR yeast – yeast TOR pathway AGP1-GFP modulation | S. cerevisiae AGP1-GFP multiplex flow cytometry, 3 h; GFP as percent of DMSO wells | GFP response vs DMSO, % at 10 µM | 0.02% of 320,000 active | AID 2066;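 active = GFP response relative to DMSO above a set limit, near screen average plus 3 SD, cut at about 150% in these data; inconclusive = fewer than 70 cells counted for the yeast strain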;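 also: median GFP channel fluorescence of the gated AGP1 strain per well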
# CR mimetic SO – yeast age-related superoxide inhibition as caloric restriction mimetic; S. cerevisiae aged cells, superoxide DHE fluorescence; stronger effect = lower value; superoxide response (% of plate mean), % at 10 µM; 0.18% of 330,000 active;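 active = superoxide response under a set limit, about three screen SD below normal, cut at about 65% in these data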;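 also: yeast aged for seven days with compound at 30 °C before DHE staining; 100% = average MFI of all compound-treated wells on the plate with controls excluded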
# CIT2-GFP yeast – modulators of TOR pathway CIT2-GFP in S. cerevisiae; 0.065% of 320,000 active; GFP response vs DMSO, % at 10 µM; S. cerevisiae CIT2-GFP strain, flow cytometry, 3 h; 100 means same as DMSO wells; AID 2029;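 active = GFP response relative to DMSO above a set limit, near the screen mean plus 3 SD, cut at about 150% in these data; inconclusive = Fewer than 70 cells measured for a yeast strain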;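 also: ratio of well median GFP fluorescence to mean of DMSO wells on the plate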
# AHR act – activators of human aryl hydrocarbon receptor | 2.5% of 320,000 active | activation, % at 5 µM | AHR-responsive luciferase reporter cells, luminescence | P35869 | AID 2796; in the data active = activation above about 47%;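 also: 0% = vehicle wells and 100% = reference agonist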
# Target sequence (P35869 whole entry, looked up): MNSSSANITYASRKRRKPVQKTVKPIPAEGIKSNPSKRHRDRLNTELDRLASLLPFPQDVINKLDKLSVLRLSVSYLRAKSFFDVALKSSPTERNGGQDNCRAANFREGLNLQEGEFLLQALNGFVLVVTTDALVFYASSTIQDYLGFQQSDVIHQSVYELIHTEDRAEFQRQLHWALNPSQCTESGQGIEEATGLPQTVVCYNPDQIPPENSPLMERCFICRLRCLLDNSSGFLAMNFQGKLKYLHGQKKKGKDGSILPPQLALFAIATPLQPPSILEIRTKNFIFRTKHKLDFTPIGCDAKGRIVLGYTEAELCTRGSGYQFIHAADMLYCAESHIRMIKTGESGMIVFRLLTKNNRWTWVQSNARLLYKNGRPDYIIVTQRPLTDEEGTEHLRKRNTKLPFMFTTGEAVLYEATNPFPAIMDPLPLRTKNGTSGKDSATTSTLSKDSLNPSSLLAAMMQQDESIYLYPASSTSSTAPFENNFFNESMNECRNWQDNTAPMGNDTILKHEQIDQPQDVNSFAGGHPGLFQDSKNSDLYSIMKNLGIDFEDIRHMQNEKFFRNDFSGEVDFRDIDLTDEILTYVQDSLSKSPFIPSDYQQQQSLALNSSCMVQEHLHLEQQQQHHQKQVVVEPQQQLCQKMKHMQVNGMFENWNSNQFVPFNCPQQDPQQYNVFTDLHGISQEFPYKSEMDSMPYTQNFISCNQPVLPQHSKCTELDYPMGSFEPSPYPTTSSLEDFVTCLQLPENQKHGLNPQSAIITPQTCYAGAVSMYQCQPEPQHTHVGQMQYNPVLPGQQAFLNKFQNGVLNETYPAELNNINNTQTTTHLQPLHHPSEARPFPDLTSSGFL
# LAP4-GFP MLPCN – alters LAP4-GFP fluorescence in TOR pathway yeast screen; S. cerevisiae LAP4-GFP multiplex, flow cytometry GFP, 3 h; median GFP as percent of DMSO wells; GFP response vs DMSO, % at 10 µM; 0.34% of 320,000 active; AID 2023;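 active = GFP response vs DMSO above a set limit, about the screen mean plus 3 SD, cut at about 150% in these data; inconclusive = under 70 cell events counted for the yeast strain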
# RPL19A-GFP yeast – modulators of TOR pathway RPL19A-GFP in S. cerevisiae; S. cerevisiae RPL19A-GFP strain, flow cytometry, 3 h; stronger effect = lower value; percent response vs DMSO, % at 10 µM; 0.3% of 330,000 active;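 active = percent response vs DMSO below 50%; inconclusive = fewer than 70 events counted for the yeast strain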;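 also: median channel GFP fluorescence of the barcoded RPL19A-GFP strain; ratio of sample median GFP to plate DMSO average so 100% = DMSO; lower means less RPL19A-GFP as with rapamycin TOR inhibition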
# An asterisk follows results filed as active; ? = inconclusive; / = no result given. Hits appear at their usual frequency, and some 3.9% of all compounds hit somewhere here.
smiles,MEP2 TOR yeast,Efflux pump inh,AGP1 TOR yeast,CR mimetic SO,CIT2-GFP yeast,AHR act,LAP4-GFP MLPCN,RPL19A-GFP yeast
O=C(COC(=O)COc1ccc(Cl)cc1Cl)NC1CCCCCC1,99,0.1,103,129,98,0,104,102
Cc1csc(C(=O)NN)c1N(C)C,103,0.1,111,104,102,13,122,102
CCN(CC)S(=O)(=O)c1ccc(NC(=O)CN(c2cccc(F)c2)S(C)(=O)=O)cc1,97,-0.1,104,104,102,3,98,97
COc1ccc(CNC(=O)C2CSCCS2)cc1 (configuration not stated),92,-0.3,89,96,94,5,90,90
CC(NC(=O)CCc1nnc(C2CCCCC2)o1)c1ccc(F)cc1 (configuration not stated),111,0.0,110,90,110,-3,98,107
Cc1cnc2cc([N+](=O)[O-])ccc2n1,85,0.1,102,77,110,0,105,102
CC(Sc1nc2scc(-c3ccccc3)c2c(=O)[nH]1)C(=O)NC(N)=O (configuration not stated),104,0.2,102,106,90,5,108,98
NS(=O)(=O)c1ccc(NC(=O)COC(=O)/C=C/c2ccc([N+](=O)[O-])cc2)cc1,110,-0.1,93,95,94,1,103,97
CCc1nnc(NS(=O)(=O)c2ccc(N=Cc3c(C)[nH]n(-c4ccc(Cl)cc4)c3=O)cc2)s1,68,-0.4,97,113,103,10,83,100
CCOc1ccc(CNC(=S)N/N=C/c2ccncc2)cc1,109,0.0,103,107,105,36,98,107
CC(NC(N)=O)C(=O)OCc1ccc(Cl)cc1Cl (configuration not stated),100,0.1,103,95,99,2,106,102
Cc1ccc(CCNC(=O)C2CCC(=O)N2C2CCCC2)cc1 (configuration not stated),101,0.0,100,113,97,-5,98,99
CCCNc1c(NC(=O)COc2ccc(Cl)cc2)c(=O)oc2ccccc12,110,0.2,100,117,100,4,96,103
Cc1ccc(/C=C/C(=O)NCc2ccc3c(c2)OCO3)o1,93,0.1,87,94,93,9,90,94
Nc1nc(NC(=O)Cc2ccccc2)nn1-c1ccccc1,96,-0.1,95,98,90,6,92,92
Cc1nc(CC(=O)Nc2nccs2)cs1,114,0.0,112,101,114,3,104,106
N/C(=N\OC(=O)CCn1cccc(C(F)(F)F)c1=O)c1ccc(Cl)cc1,103,0.1,102,97,98,9,110,98
CC(CC(=O)Nc1nccs1)c1ccccc1 (configuration not stated),112,-0.1,98,94,109,-2,83,102
COc1ccc(-c2nc(C#N)c(N3CC(C)OC(C)C3)o2)cc1OC (configuration not stated),114,0.1,103,110,104,17,102,100
Cc1ccc(C)c(S(=O)(=O)N/N=C/c2ccc(N(C)C)cc2)c1,99,0.1,105,88,102,4,105,99
CCCNC(=O)COc1ncnc2sc(C)c(C)c12,101,0.0,95,83,106,1,90,95
CC1=C(C#N)C(/C=N/OCc2ccc(F)cc2Cl)CC(=O)N1 (configuration not stated),95,-0.3,107,89,99,0,101,98
COc1cc(SC)ccc1C(=O)Nc1cccc(C)n1,97,0.0,90,109,93,-3,109,87
O=C(c1ccco1)N1CCN(C(=O)C2CCN(S(=O)(=O)c3cnc[nH]3)CC2)CC1,106,-0.1,110,96,/,1,89,108
O=C1NCCOC(=O)[C@@H](Cc2ccc(F)cc2)C/C=C\C[C@@H]1CC(=O)N(CCO)Cc1ccccc1,97,0.2,110,89,100,1,101,110
COCCNC(=O)CN1CCC(NC(=O)C(C)(C)C)CC1,96,-0.1,97,84,104,0,88,94
CC(=O)N1CCN(c2ccc([N+](=O)[O-])cc2C#N)CC1,96,-0.2,97,90,99,1,102,100
CSc1ccc(S(=O)(=O)Nc2ccc(N3CCOCC3)c(Cl)c2)cc1,101,0.1,102,96,103,-1,102,101
Cc1nnc(N/N=C/c2cc([N+](=O)[O-])c(N3CCC(C)CC3)cc2N2CCC(C)CC2)n1N,106,7.2*,93,96,103,19,100,99
O=C(c1ccco1)N1CCN(C(=O)c2cnn3cccnc23)CC1,101,0.1,101,109,106,10,93,104
NC(=O)c1ccc(NC(=O)COC(=O)c2ccc3ccccc3n2)cc1,123,0.1,116,105,106,19,133,113
COC(=O)c1c(C)[nH]c(C(=O)/C=C/c2ccc(C)cc2)c1C,119,0.1,/,96,/,-9,/,103
CCOC(=O)N=S(=O)(Oc1ccc([N+](=O)[O-])cc1)c1ccccc1 (configuration not stated),102,0.1,100,99,93,3,99,99
O=C(N/N=C\c1ccc(F)cc1)c1csnn1,99,0.0,91,96,94,21,96,90
CCOC(=O)Cc1csc(NC(=O)c2sc3nc4cc(C)ccc4cc3c2N)n1,109,0.0,98,108,99,27,96,103
CC(C)c1nc(NCC2CCCO2)c(C#N)c2c1COC(C)(C)C2 (configuration not stated),112,0.0,105,108,106,5,99,102
CC(C)(C)C(=O)NCCc1nc2ccccc2n1CC(=O)c1ccc(Cl)cc1,96,0.0,103,107,117,4,105,100
O=C(O)c1cc(NN=C2c3ccccc3-c3ccccc32)ccc1Cl,104,-0.2,88,132,104,5,99,101
COc1cc2cc(CCO)oc(=O)c2cc1OC,95,-0.5,96,95,94,-1,91,98
Cc1ccc(NC(=O)CN(C)C(=O)CSc2ccc3c(c2)OCCO3)cc1,96,-0.1,98,115,91,1,108,95
CCc1ccc(OCCNC(=O)c2ccccc2SCc2ccc(F)cc2)cc1,104,0.0,104,93,104,2,101,100
CN(C)c1ccc(N=Nc2ccccc2C(=O)OCC(=O)N(C)C2CCCCC2)cc1,98,-0.1,99,93,86,2,102,97
CC(=C/c1ccccc1)/C=N/Nc1nc(N2CCOCC2)nc(N2CCOCC2)n1,108,0.0,105,101,107,0,100,103
CC12CC(O)C3c4ccc(O)cc4CCC3C1CCC2=O (configuration not stated),109,0.0,97,88,78,0,117,95
O=C(Oc1c(Cl)cc(Cl)c2cccnc12)N1CCOCC1,97,-0.1,109,107,101,2,101,103
O=C(COC(=O)c1sc2ccccc2c1Cl)NC1CCCCC1,101,-9.9,96,116,96,1,94,100
Nc1cc(Cl)ccc1C(=O)OCC(=O)NCC1CCCO1 (configuration not stated),98,-0.2,103,75,109,4,92,103
CC1CCN(CCCNC(=O)C2CCC(CNS(=O)(=O)c3ccccc3)CC2)CC1 (configuration not stated),108,0.1,105,93,103,0,102,103
N#C/C(=C\c1ccccc1O)C(=O)Nc1cccnc1,101,-0.4,102,99,101,5,104,100
O=C1c2ccccc2C(=O)N1CCC#Cc1ccc2cc(CCCO)oc(=O)c2c1,100,0.3,103,108,94,-4,103,103
O=C1Nc2ccc(C(F)(F)F)cc2N2CCCC12 (configuration not stated),96,-0.2,99,104,104,8,93,99
COCCn1c(SCC(=O)N2CCOCC2)nc2c(c1=O)SCC2,97,0.1,87,99,93,-1,87,103
COc1ccc([C@@H]2[C@@H]3C(=O)N(C(C)(C)C)C(=O)[C@@H]3[C@]3(C)C(=O)N(c4cccc(F)c4)C(=O)N23)cc1,96,-0.1,95,106,93,3,106,109
COCCNC(=O)CN(CCc1ccccc1)S(=O)(=O)c1ccc(Br)cc1,107,-0.2,104,83,113,-3,102,104
COc1ccc(S(=O)(=O)Nc2cccc3c2O[C@H](CN(C)Cc2ccc(-c4ccccc4)cc2)[C@@H](C)CN([C@H](C)CO)C3=O)cc1,95,0.4,89,98,87,-1,100,97
O=Cc1cc2ccccc2nc1SCCCF,96,0.1,94,72,98,6,102,103
COc1ccc(C(=O)Nc2ccc(C)cn2)cc1S(=O)(=O)N1CCCc2ccccc21,101,0.1,101,99,89,-2,121,96
CC(C)c1ccc(CCNC(=O)c2cccc(S(=O)(=O)N3CCN(C)CC3)c2)cc1,98,0.0,86,102,99,0,84,88
Cc1cc(F)ccc1S(=O)(=O)Nc1ccc(C(=O)N2CCCCCC2)cc1,101,0.1,107,92,103,-1,104,98
Cn1c(CSc2ncccn2)nnc1SCC(=O)N1CCCCC1,102,-0.1,109,106,105,3,105,103

# Continuation.
smiles,MEP2 TOR yeast,Efflux pump inh,AGP1 TOR yeast,CR mimetic SO,CIT2-GFP yeast,AHR act,LAP4-GFP MLPCN,RPL19A-GFP yeast
COC(=O)/C=C/CSC1=N/C(=C/c2ccc(-n3cncn3)cc2)C(=O)N1,104,0.0,98,99,105,0,100,97
S=c1[nH]nc(CSc2nc3ccccc3s2)n1Cc1ccccc1,105,0.0,106,104,107,9,109,101
CCC1Oc2ccc(C)cc2N(CC(=O)NCCC2=CCCCC2)C1=O (configuration not stated),108,-0.1,106,93,112,2,101,/
CCc1nnc(NC(=O)C2CCCN(C(=O)c3ccc(Cl)cc3)C2)s1 (configuration not stated),98,0.0,96,97,88,8,102,96
Nc1nc(N)nc(-c2cc(C(F)(F)F)ccc2Cl)n1,101,0.1,100,106,96,4,95,99
CSCC(=O)N1CCCC(CO)(Cc2ccccc2C)C1 (configuration not stated),96,-0.1,102,95,87,4,98,97
CCC(C)C1C(C#N)=C(N)OC2=C1C(=O)CC(C)(C)C2 (configuration not stated),92,-0.1,105,91,101,6,97,105
CC1=CC=CC2=NC(=O)CC(C)(C(=O)N(CC(=O)NC3CCCC3)c3ccccc3C)N12 (configuration not stated),100,-0.2,109,100,100,4,119,108
CCCc1cc(C(=O)Nc2ccc(C(=O)c3ccc(C)cc3)cc2)n(C)n1,95,-0.7,106,102,94,5,118,88
O=C(CNC(=O)c1ccccc1F)OCCCOC(=O)CNC(=O)c1ccccc1F,96,0.0,108,90,99,-1,102,98
COc1ccc2nc(SCc3cccnc3)c(C#N)cc2c1,112,-0.1,87,107,94,17,90,95
COc1ccccc1CNC(=O)[C@H](C)NC(=O)[C@@H]1Cc2ccccc2CN1,96,-0.2,100,101,102,1,98,102
NC(=O)C1=C[C@H](c2ccc3c(c2)OCO3)C[C@H](OCc2ccc(CO)cc2)O1,99,0.0,92,96,116,2,134,99
CCN(CCCNC(=O)c1cc2c(-c3cccc(OC)c3)nn(C)c2s1)Cc1ccccc1,95,-0.1,93,103,94,16,87,97
Cc1ccc(C)c(NC(=O)CSc2nnc([C@@H](N)Cc3ccccc3)o2)c1,101,0.0,101,92,100,-1,90,100
Cc1ccc(NC(=O)n2ncc3c(C)cccc32)cc1F,92,1.9,94,107,97,0,100,102
O=C(CSc1n[nH]c(=O)n1C1CC1)Nc1ccc(Cl)c(Cl)c1,102,0.5,104,90,108,6,111,99
Cc1ccc(NS(=O)(=O)c2ccccc2F)cc1S(=O)(=O)N1CCCCC1,100,-0.1,102,104,98,0,100,98
O=C1[C@H]2[C@@H](c3ccc(Cl)cc3)N3C(=O)N(c4cccc(F)c4)C(=O)[C@@]3(Cc3ccc(Cl)cc3)[C@H]2C(=O)N1C1CCCCC1,94,-0.1,87,95,90,2,96,101
COc1ccc(OCC(=O)NCCNC(=O)c2cccnc2)cc1,?,-0.1,?,96,?,0,?,?
COc1cccc(NC(=O)COc2ccc(C(=S)N3CCN(C)CC3)cc2OC)c1,104,0.0,107,102,107,0,105,105
O=C(CCC1CCCC1)N1CCN(C(=O)c2ccco2)CC1,97,-0.2,100,81,95,0,101,95
